ERp5 block – inhibitors of human ERp5. actives 0.05% (n = 350,000). inhibition, % at 9.99 µM. Q15084. AID 651711. ERp5 insulin aggregation, absorbance 650 nm, 90 min;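 active means mean replicate inhibition above about 25%, with every replicate also reaching it, limit read from the data, passing the limit was not always enough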
Target sequence (Q15084 whole entry, looked up): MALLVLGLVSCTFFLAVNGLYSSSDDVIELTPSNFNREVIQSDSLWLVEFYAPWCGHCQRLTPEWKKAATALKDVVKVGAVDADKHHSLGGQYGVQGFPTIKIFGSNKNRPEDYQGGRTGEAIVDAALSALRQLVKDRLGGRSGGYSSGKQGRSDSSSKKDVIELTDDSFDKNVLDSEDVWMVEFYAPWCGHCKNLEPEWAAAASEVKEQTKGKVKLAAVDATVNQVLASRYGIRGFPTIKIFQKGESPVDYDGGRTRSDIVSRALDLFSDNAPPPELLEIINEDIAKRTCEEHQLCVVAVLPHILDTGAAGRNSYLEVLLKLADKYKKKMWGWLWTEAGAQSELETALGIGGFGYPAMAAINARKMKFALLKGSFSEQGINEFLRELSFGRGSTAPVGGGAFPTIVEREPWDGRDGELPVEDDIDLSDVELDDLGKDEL
Cneo AK release – Cryptococcus neoformans lysis via adenylate kinase release; C. neoformans lysis, adenylate kinase release luminescence, 4 h; normalised: neutral wells 0, clomiphene wells 100; lysis activity, % at 15 µM; actives 0.2% (n = 360,000); AID 651654;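 active means mean lysis activity across replicates of at least 80%, whatever share of replicates individually reach that level; inactive means mean lysis activity below 80%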
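Material – Cryptococcus neoformans yeast cells · Quantity – 5 × 10^6 yeast cells/mL · Buffer or medium – YPD medium · Compound – single dose · Timing – 4 h static compound exposure, 37 °C, read 1 h post-reagent · Signal – adenylate kinase release luminescence · Read-out basis – lysis from increased AK signal · Benchmarks – Clomiphene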
esBAF inh – inhibitors of esBAF chromatin remodeling in mouse ES cells. Bmi1-luciferase knock-in reporter, 24 h; 100% = twice the neutral-well signal. reporter increase, % at 12.5 µM. actives 2% (n = 350,000). AID 602393; in the data active means activation above about 40%;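 further: 0% = median of the plate's neutral control wells and 100% = double that signal; a rise in the Bmi1 reporter signal indicates esBAF inhibition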
SIRT5 inh – sirtuin-5 (human) deacylase inhibition; Q9NXA8; Purified SirT5, succinyl-peptide AMC, trypsin-coupled fluorescence; inhibition, % at 15 µM; actives 1.1% (n = 330,000); AID 652115; in the data active means inhibition above about 15%
Target sequence (Q9NXA8 whole entry, looked up): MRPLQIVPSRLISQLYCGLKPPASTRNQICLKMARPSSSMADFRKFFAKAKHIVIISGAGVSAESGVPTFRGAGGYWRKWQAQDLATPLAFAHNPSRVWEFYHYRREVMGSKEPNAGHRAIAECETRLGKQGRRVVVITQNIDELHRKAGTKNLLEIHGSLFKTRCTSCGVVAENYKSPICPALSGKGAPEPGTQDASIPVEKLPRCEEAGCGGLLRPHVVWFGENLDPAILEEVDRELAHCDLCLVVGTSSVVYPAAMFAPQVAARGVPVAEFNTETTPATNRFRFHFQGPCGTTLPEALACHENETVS
ARNT TACC3 PPI – ARNT/TACC3 interaction disruption; Q9Y6A5; AlphaScreen His-ARNT PAS-B/GST-TACC3 binding, luminescence; TACC3 fragment carries E629A point mutation; inhibition, % at 9.99 µM; actives 0.66% (n = 390,000);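 active means mean inhibition of replicates at least 50% and at least half of replicates each reaching 50%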;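 further: 0% = complete ARNT plus TACC3 wells and 100% = ARNT alone without TACC3; many hits fall short of the cut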
Statin myotox sup – suppressors of simvastatin-induced myotoxicity in C2C12 myotubes; ATP luminescence, 48 h; scaled: DMSO 0, geranylgeraniol control 100; rescue of ATP level, % at 7.49 µM; actives 0.78% (n = 330,000);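 active means mean ATP rescue above about 67%, or every replicate alone reaching that limit, limit read from the data, passing the limit was not always enough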;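 further: myotubes were challenged with 10 µM simvastatin during compound exposure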
miR-122 sensor – blocks miR-122 activity in Huh7 sensor cells | Huh7 miR-122 Renilla luciferase sensor, 48 h; neutral wells = 0, positive control = 100 | activation (reporter increase), % at 12.5 µM | actives 0.3% (n = 340,000) | AID 602342;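 active means mean replicate activation score at least 90 and every replicate individually at or above 90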;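 further: higher luciferase means less miR-122 activity so hits act as miR-122 inhibitors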
* marks the source's active call; other numbers are inactive results; nt = no result given; & = joins results of further samples; [ ] = dose if it differs, or a comment.

SMILES	ERp5 block	Cneo AK release	esBAF inh	SIRT5 inh	ARNT TACC3 PPI	Statin myotox sup	miR-122 sensor
C[C@@H]1CN([C@H](C)CO)C(=O)Cc2cc(NC(=O)C3CC3)ccc2O[C@H]1CN(C)Cc1ccc(Oc2ccccc2)cc1	3.6	-0.2	6.3	1.5	-2.1	32.2	-4.0[16.7 µM]
Cc1ncc([N+](=O)[O-])n1CC(=O)Nc1ccccc1F	-2.8	-0.3	10.0	-0.9	-2.1	22.0	-4.1
O=C(c1ccc2c(c1)OCO2)N(c1ccccc1)C1C=CS(=O)(=O)C1 (stereo unspecified)	nt	0.6	-6.7	nt	-1.9	18.5	-8.1
Cc1ccc(O)c(NC(=O)C2=CC(c3cccs3)=NS(=O)(=O)N2C)c1	2.5	0.0	-5.9	-4.9	-2.2	3.7	9.9
O=C(NC1CCCC1)c1cnc2n(c1=O)CCS2	nt	0.4	-9.6	nt	7.2	-0.9	4.9
CCCCN1C[C@H](Cc2ccccc2)[C@@H](CC(=O)NCc2ccc(OC)cc2)C1=O	1.9	1.3	-8.3	nt	-8.8	3.1	6.5
CN1CCN(c2ccc(Cl)cc2NC(=O)c2cc(=O)[nH]c3ccccc23)CC1	-21.6	2.6	1.9	-4.3	1.3	-35.8	-3.2
CN1C[C@H]2CON(C)[C@H]2C[C@H]1c1cccc(N2CCOCC2)c1	-2.4	-1.2	-2.0	-1.4	4.3	-9.5	-4.7
CN1C(=O)c2cc(NC(=O)Nc3cccc(Cl)c3)ccc2OC[C@H]2O[C@@H](CC(=O)O)CC[C@@H]21	-2.4	-8.9	2.7	0.2	4.9	2.5	4.2[16.7 µM]
CCCNC(=O)[C@@H]1[C@@H](CO)[C@@H]2Cn3c(ccc(C4=CCCCC4)c3=O)[C@H]1N2	-3.2	-3.9	2.3	-17.6	0.0	7.7	-2.9[16.7 µM]
COc1ccccc1NC(=S)N1CCCCCC1	3.0	5.4	nt	0.0	-4.7	nt	1.3
Cc1noc(C)c1S(=O)(=O)Nc1ccc2c(c1)C(=O)N([C@@H](C)CO)C[C@H](C)[C@H](CN(C)S(=O)(=O)c1ccc(Cl)cc1)O2	-4.9	1.4	4.5	6.4	nt	nt	-1.6[16.7 µM]
Cc1c(S(=O)(=O)N2CC(C)CC(C)C2)c(=O)n(C)c(=O)n1C (stereo unspecified)	0.6	0.8	-4.0	-0.3	6.3	-0.6	5.6
CCc1nc2c(OCC(=O)C(C)(C)C)cccn2c1N(C)C(=O)C(C)C	nt	-0.2	-1.9	nt	nt	-3.8	-3.4
CCCNC(=O)C[C@@H]1CC[C@@H]2[C@H](COC[C@@H](O)CN2C(=O)Nc2cccc(Cl)c2)O1	-1.3	-0.3	9.4	0.6	-2.7	-4.0	4.0[16.7 µM]
O=C(COC(=O)Cc1ccsc1)NCc1ccccc1	nt	nt	-1.9	nt	-48.8	2.4	-2.2
CC(C)(C)OC(=O)NCCCC[C@@H](C(=O)NCCCCCCCCCCC(=O)N1CCN(C(=O)OC(C)(C)C)CC1)n1cc(CCCC(=O)O)nn1	-15.5	-1.8	3.0	8.8	15.3	-2.6	-7.8
COc1cc2[nH]c(=S)n(C3CCN(Cc4ccccc4)CC3)c(=O)c2cc1OC	0.1	0.7	-8.1	10.2	29.4	-13.9	0.7
COc1ccc(C(=O)C2CCCN(C(=O)c3cc(C)nc(C)n3)C2)cc1OC (stereo unspecified)	5.5	0.4	2.3	-0.7	-9.4	-1.0	-2.6
Cc1ccc(-c2nnn(CC(=O)N(Cc3cccs3)C(C(=O)NC(C)(C)C)c3ccc(C)o3)n2)o1 (stereo unspecified)	nt	-2.8	-2.8	nt	-2.6	0.5	-1.2

6 compounds already listed, ordered by the value under esBAF inh, falling.
SMILES | esBAF inh
CC(C)(C)OC(=O)NCCCC[C@@H](C(=O)NCCCCCCCCCCC(=O)N1CCN(C(=O)OC(C)(C)C)CC1)n1cc(CCCC(=O)O)nn1 | 3.0
CN1C(=O)c2cc(NC(=O)Nc3cccc(Cl)c3)ccc2OC[C@H]2O[C@@H](CC(=O)O)CC[C@@H]21 | 2.7
Cc1ccc(-c2nnn(CC(=O)N(Cc3cccs3)C(C(=O)NC(C)(C)C)c3ccc(C)o3)n2)o1 (stereo unspecified) | -2.8
Cc1ccc(O)c(NC(=O)C2=CC(c3cccs3)=NS(=O)(=O)N2C)c1 | -5.9
CCCCN1C[C@H](Cc2ccccc2)[C@@H](CC(=O)NCc2ccc(OC)cc2)C1=O | -8.3
O=C(NC1CCCC1)c1cnc2n(c1=O)CCS2 | -9.6

Returning to the listing; the 2 compounds before the break are reprinted first.
SMILES	ERp5 block	Cneo AK release	esBAF inh	SIRT5 inh	ARNT TACC3 PPI	Statin myotox sup	miR-122 sensor
COc1ccc(C(=O)C2CCCN(C(=O)c3cc(C)nc(C)n3)C2)cc1OC (stereo unspecified)	5.5	0.4	2.3	-0.7	-9.4	-1.0	-2.6
Cc1ccc(-c2nnn(CC(=O)N(Cc3cccs3)C(C(=O)NC(C)(C)C)c3ccc(C)o3)n2)o1 (stereo unspecified)	nt	-2.8	-2.8	nt	-2.6	0.5	-1.2
C[C@@H]1CN([C@@H](C)CO)C(=O)CCCn2cc(nn2)CO[C@H]1CN(C)S(=O)(=O)c1ccc(Oc2ccccc2)nc1	-2.6&12.1	-0.4	-6.8	-0.1&0.6	nt	-0.2	-3.3
O=C1c2ccc(-c3ccc(F)cc3OCc3ccccc3)cc2S(=O)(=O)c2cccc(C(=O)N3CCN(c4ncc(Br)cn4)CC3)c21	3.0	-1.5	3.0	nt	nt	6.1	-13.7
COCc1nnc(NC(=O)c2ccc(S(=O)(=O)N(CC(C)C)CC(C)C)cc2)o1	1.5	nt	-8.9	-0.8	10.4	-1.0	-9.9
CCCCC(=O)N1CCCC(C(=O)OCC)C1 (stereo unspecified)	nt	1.2	2.0	nt	-4.6	5.6	-10.0
O=C(Nc1cc(F)ccc1F)N1CCCCN2[C@H](C1)[C@H](c1ccc(-c3ccncc3)cc1)[C@@H]2CO	-3.5	-0.2	nt	-3.0	-0.2	nt	9.0[16.7 µM]
C[C@@H]1CN([C@H](C)CO)C(=O)c2cc(-c3ccccc3)cnc2O[C@@H]1CN(C)C	2.7	5.2	-8.2	-3.7	-4.3	13.9	9.5[16.7 µM]
Cc1ccc(-c2csc(N(CCCN(C)C)C(=O)c3ccco3)n2)cc1	3.1	nt	nt	-3.7	13.8	nt	nt
CCOCC(=O)Nc1ccc(F)c(F)c1	nt	-1.8	8.5	nt	-3.4	8.2	-4.3
O=C(c1cc2n(n1)C(C(F)(F)F)CC(c1ccco1)N2)N1CCc2ccccc2C1 (stereo unspecified)	nt	4.3	13.4	nt	-3.8	nt	-1.2
CO[C@H]1CN(C)C(=O)c2ccc(NS(C)(=O)=O)cc2OC[C@H](C)N(C(=O)C2CCCCC2)C[C@@H]1C	2.4	-3.3	-1.2	0.5	9.2	12.5	nt
CN1CCNC(=O)C1CC(=O)O (stereo unspecified)	nt	-0.7	-10.1	nt	-16.2	12.2	-8.9
CCOC(=O)C(C)Oc1ccccc1C1NC(=O)NC(C)=C1C(=O)Nc1ccc(C)c(C)c1 (stereo unspecified)	nt	1.6	5.8	nt	nt	3.8	nt
Cc1cc(C(=O)N2CCN(Cc3ccccc3)CC2)ccc1[N+](=O)[O-]	5.5	-1.8	-1.1	-0.6	nt	5.4	3.0
CCN(CC)CCN1C(=O)C(O)=C(C(=O)c2ccco2)C1c1ccccn1 (stereo unspecified)	nt	-1.1	-2.9	nt	-4.0	0.9	0.4
Cc1ccc(CN2CCN(CC3CC4C=CC3C4)CC2)cc1 (stereo unspecified)	nt	7.8	8.6	nt	2.7	nt	0.3
CN(CC(=O)Nc1ccccc1Cl)C(=O)COC(=O)/C=C/c1ccc(C(F)(F)F)cc1	0.3	-1.2	-0.2	1.2	nt	-3.4	-5.1
CCN(CC)C(=O)/C=C/c1ccccc1	1.5	-0.9	nt	nt	-8.9	nt	-1.7
O=C(Nc1cccc2ccccc12)NC(Cc1ccccc1)C(=O)O (stereo unspecified)	-1.9	2.4	-3.0	-4.1	-9.1	-1.1	3.3
O=c1ccc(-c2ccccc2)nn1Cc1ccc(Cl)cc1	0.4	3.4	4.9	-1.7	-3.7	5.8	0.5
CCS(=O)(=O)N[C@H]1C=C[C@@H](CC(=O)NC2Cc3ccccc3C2)O[C@H]1CO	0.8	2.0	9.2	nt	6.5	17.0	-1.4[16.7 µM]
CC(C)N1CCC1(C)C(=O)Nc1cc(-c2ccccc2)nn1C (stereo unspecified)	-0.6	6.4	-1.0	0.8	nt	-8.7	-0.6
N#Cc1cccc(CN2CCC(=O)N(CCO)CC2)c1	4.1	-1.6	1.3	nt	-14.2	2.9	-7.5
Cc1ccc(Nc2c(-c3ccc(N(C)C)cc3)nc3ncccn23)cc1	-0.5	-2.6	32.2	-13.2	7.6	19.0	2.4
CC(C)C[C@H]1COCCS(=O)(=O)N1Cc1cccc(C(F)(F)F)c1	-1.5	-1.5	-4.6	-1.6	-4.4	37.2	-5.2
CCCNC(=O)NNC(=O)c1cc(-c2ccc3c(c2)OCO3)nc2ccccc12	-1.9	-0.7	nt	8.3	2.0	nt	102.2*
CC(C)N(C(=O)COC(=O)[C@H](C)NC(=O)c1ccco1)c1ccccc1	-3.0	nt	nt	30.7*	3.8	nt	nt
CCn1ncc(C2=NOC(C(=O)N3CCC(C(N)=O)CC3)C2)c1C (stereo unspecified)	nt	2.9	1.2	nt	3.6	23.1	-1.3
C[C@H]1CCCCO[C@H](CN(C)C(=O)CCCN(C)C)[C@@H](C)CN([C@@H](C)CO)C(=O)c2cc(NC(=O)Nc3ccc(F)cc3)ccc2O1	0.5	9.0	-4.0	3.6	16.6	nt	6.7[16.7 µM]
CC(=O)n1nc(-c2ccco2)nc1SCc1ccccc1	nt	-4.0	55.1*	nt	5.7	12.7	0.7
CCNC(=O)C[C@@H]1CC[C@H]2[C@H](COc3ccc(NC(C)=O)cc3C(=O)N2C)O1	1.1	2.9	-2.3	-1.1	-2.9	1.2	0.0[16.7 µM]
Cc1cc(C)cc(NC(=O)c2ccc(Cn3nc(C)c(Cl)c3C)o2)c1	nt	1.1	-1.4	nt	-11.7	-21.8	1.0
CCc1nnc2c3cnn(-c4ccccc4)c3ncn12	nt	0.3	63.9*	nt	nt	-45.1	-0.6
Cc1ccc(Cc2c(-c3ccc(Cl)cc3)nc3c(Cl)cc(C(F)(F)F)cn23)cc1	1.9	-1.3	11.5	-7.2	nt	-0.2	2.7
COc1ccc(NC(=O)N[C@@H]2CC[C@H](CCNS(=O)(=O)c3ccccc3F)O[C@H]2CO)cc1	-8.4	-0.9	18.7	1.3	2.6	1.6	nt
COc1cc2cnc(-c3ccsc3)cc2cc1OC	9.3	-10.5	11.0	nt	0.1	-4.4	nt
O=C(Nc1cccnc1)c1ccc(Cl)c(S(=O)(=O)N2CCCC2)c1	1.5	-0.1	7.3	-3.1	-2.3	-3.6	5.3
CC(C)C(NC(=O)C1CCCCC1)C(=O)Nc1ccncc1 (stereo unspecified)	nt	-0.8	-2.0	nt	-8.8	124.4*	4.9
CO[C@@H]1CN(C)C(=O)c2ccc(NC(=O)c3ccccc3)cc2OC[C@H](C)N(CC2CC2)C[C@H]1C	-9.8	-0.7	-2.9	4.9	-2.3	4.5	2.1[16.7 µM]
CC(C)C[C@H](NC(=O)[C@H]1N2C(=O)c3ccccc3C2SC1(C)C)C(=O)N[C@@H](Cc1ccccc1)C(=O)O (stereo partly specified)	4.8	-1.5	2.5	nt	-7.4	1.3	-13.9
Cc1ccc(NC(=O)N2CCOCC2)c(C)c1	nt	1.0	-1.0	nt	-3.6	0.4	-1.9
COc1ccc(NC(=O)Nc2ccc3c(c2)[C@@H]2C[C@@H](CC(=O)N(C)C)O[C@H](CO)[C@@H]2O3)cc1	3.0	-16.2	-2.2	2.7	7.7	3.3	3.4[16.7 µM]

Assay outcomes from PubChem BioAssay.
